Screens from PubChem BioAssay.
CHOP inh = inhibitors of CHOP induction in ER stress response | 220,000 tested, 3.8% active | inhibition, % at 10 µM | CHO-K1 CHOP-promoter luciferase, tunicamycin-induced, 15-18 h;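 active = compounds that reduced the stress-induced luciferase reporter signal by more than about 70% of percent inhibition, limit read from the data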;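 also: 0% = tunicamycin plus vehicle and 100% = wells without tunicamycin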
NPY-Y1 antag = blocks the human neuropeptide Y Y1 receptor; inhibition, % at 3.6 µM; P25929; AID 1040; 200,000 tested, 1% active; HEK293-CNG Y1 cells, membrane potential fluorescence; NPY at EC95, then isoproterenol;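 active = inhibition above the campaign mean inhibition of all tested compounds plus 3 SD, cut at about 20% in these data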;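 also: 0% = DMSO wells given NPY plus isoproterenol and 100% = isoproterenol alone without NPY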
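System: HEK293 cells with Y1 receptor plus CNG channel / Probe or stimulus: NPY 25 nM then isoproterenol 1 µM plus Ro 20-1724 25 µM / Compound: one concentration, 3.6 µM, in 0.4% DMSO / Schedule: compound incubation 1 h at room temperature, readout 45 min post-stimulation / Measured by: membrane potential fluorescence / Read-out: % inhibition of NPY effect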
zfTRPN1 agonist = zebrafish TRPN1 (NompC) channel agonism | HEK293 zebrafish TRPN1-YFP, Fluo-8 calcium fluorescence; 100% = response to 87 µM carbachol | 220,000 tested, 0.18% active | AID 1424 | activation, % at 3 µM;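 active = activation above its plate's cutoff, the mean activation of test wells on that plate plus 3 SD, cut at about 19% in these data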;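 also: 0% = DMSO alone and 100% = 87 µM carbachol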
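Assay system: Zebrafish TRPN1-YFP in HEK293 cells | Incubation: Dye loading 1 h at 37 °C, then 30 min room temperature | Measured by: Kinetic Fluo-8 fluorescence, ex 470-495, em 515-575 nm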
S1P4 ag = human S1P4 receptor agonism. O95977. S1P4-expressing cell line, agonist reporter assay. activation, % at 4.98 µM. 220,000 tested, 0.35% active. AID 1509; in the data active = activation above about 11%;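 also: 0% = DMSO vehicle and 100% = reference agonist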
NPY-Y1 PAM-ag = human NPY-Y1 potentiation or agonism, primary screen; activation, % at 3.6 µM; 220,000 tested, 0.37% active; P25929; AID 1304; NPY-Y1 expressing cells, potentiator/agonist activation; in the data active = activation above about 33%, passing the limit was not always enough;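 also: cells stimulated with NPY at EC10 then isoproterenol at EC100; 0% = low agonist plus stimulus and 100% = saturating agonist plus stimulus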
EP2 mod = modulators of human EP2 prostaglandin E2 receptor | EP2-expressing cells, cAMP HTRF FRET, PGE2 co-stimulation | induction, % at 25 µM | P43116 | 260,000 tested, 0.83% active;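 active = compounds whose cAMP rise, as percent of the full-agonist control response, exceeds 60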;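 also: rat C6 glioma line stably carrying human EP2 under a CMV promoter; the protocol text gives 20 µM as final concentration; 100% = response of wells given 1 µM PGE2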
Target sequence (P43116 whole entry, looked up): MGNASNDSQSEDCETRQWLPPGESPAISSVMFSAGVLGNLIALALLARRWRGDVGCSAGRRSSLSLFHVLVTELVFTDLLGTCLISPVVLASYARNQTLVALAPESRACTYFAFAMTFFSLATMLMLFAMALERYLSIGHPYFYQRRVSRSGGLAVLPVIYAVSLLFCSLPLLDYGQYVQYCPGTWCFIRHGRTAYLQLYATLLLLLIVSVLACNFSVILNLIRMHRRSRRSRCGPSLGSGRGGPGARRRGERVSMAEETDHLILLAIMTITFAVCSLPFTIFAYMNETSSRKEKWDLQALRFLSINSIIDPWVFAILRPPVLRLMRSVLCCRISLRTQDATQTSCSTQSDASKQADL
NPY2 pot ag = potentiates or activates human NPY-Y2 receptor; 220,000 tested, 0.45% active; activation, % at 3.6 µM; P49146; cells expressing NPY-Y2, potentiator/agonist read-out; AID 1359; in the data active = activation above about 27%;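 also: cells stimulated with NPY near EC25 plus isoproterenol at EC100; 0% = vehicle plus submaximal agonist and 100% = vehicle plus saturating agonist; some results beyond the cut were filed as inactive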
TRPML3 ag = human mucolipin-3 channel agonism | 220,000 tested, 0.29% active | HEK293 TRPML3-YFP, Fluo-8 calcium fluorescence; 100% = the carbachol control signal | activation, % at 3 µM | Q8TDD5;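 active = activation above its plate's cutoff, the mean activation of the plate's test wells plus 3 SD, cut at about 12% in these data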;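 also: 0% = DMSO only wells and 100% = carbachol wells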
Target sequence (Q8TDD5 whole entry, looked up): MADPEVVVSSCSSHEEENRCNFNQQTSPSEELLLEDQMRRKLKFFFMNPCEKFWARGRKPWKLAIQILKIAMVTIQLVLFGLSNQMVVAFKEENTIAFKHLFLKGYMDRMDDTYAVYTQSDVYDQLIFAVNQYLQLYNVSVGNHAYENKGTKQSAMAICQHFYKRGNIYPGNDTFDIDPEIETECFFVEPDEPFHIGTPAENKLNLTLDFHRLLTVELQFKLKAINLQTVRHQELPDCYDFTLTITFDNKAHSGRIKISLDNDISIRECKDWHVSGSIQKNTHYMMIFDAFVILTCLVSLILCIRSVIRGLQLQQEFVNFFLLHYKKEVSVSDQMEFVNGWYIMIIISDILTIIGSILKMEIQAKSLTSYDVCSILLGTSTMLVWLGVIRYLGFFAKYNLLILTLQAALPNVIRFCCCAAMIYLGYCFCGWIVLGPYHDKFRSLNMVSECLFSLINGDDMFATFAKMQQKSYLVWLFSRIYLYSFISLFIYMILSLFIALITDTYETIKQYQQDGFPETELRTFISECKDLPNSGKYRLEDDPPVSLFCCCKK
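system = HEK293 cells stably carrying human TRPML3-YFP | doses = one concentration, 3 µM nominal, 0.3% DMSO | timing = dye loading 1 h 37 °C then 30 min ambient, 125 s read | detection = Fluo-8 calcium dye fluorescence, ex 470-495, em 515-575 nm | benchmarks = high control carbachol 87 µM, low control DMSO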
S1P4 antag = human S1P4 receptor antagonism. AID 1510. S1P4-expressing cells, antagonist mode, reporter read-out. O95977. inhibition, % at 4.98 µM. 220,000 tested, 0.26% active; in the data active = inhibition above about 29%;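 also: 0% = wells stimulated with agonist and 100% = vehicle wells without agonist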
* hit, by the source's call; x = no result given.

SMILES	CHOP inh	NPY-Y1 antag	zfTRPN1 agonist	S1P4 ag	NPY-Y1 PAM-ag	EP2 mod	NPY2 pot ag	TRPML3 ag	S1P4 antag
CCOC(=O)Cc1csc(NC(=O)CSc2nnc(C(C)C)n2CC)n1	15	7	-2.4	-0.3	-5	23	11	0.4	-1
COc1ccc(CNC(=O)c2ccc(N3CCOCC3)c([N+](=O)[O-])c2)cc1	13	3	1.2	1.6	-25	-24	-32	0.5	8
CCc1ccc(-c2nnn(Cc3nc4ccccc4s3)n2)cc1	54	8	1.3	2.2	-33	-24	-29	1.2	-8
Cc1nc2ccc(NC(=O)Cc3ccsc3)cc2s1	4	0	-0.2	0.0	-22	2	-3	-0.7	-2
CCO/N=C(\C)c1c(O)c(CC)c(-c2ccccc2)n(-c2ccccc2)c1=O	55	10	-0.8	2.0	-12	12	-19	-0.4	-3
COc1cccc(CNc2ncc(Br)cc2Br)c1O	81*	1	-0.4	1.7	2	30	3	0.1	11
Cc1ccc(C)c(S(=O)(=O)N/N=C/c2ccc(C(=O)O)cc2)c1	17	-1	0.0	0.4	-3	18	-5	0.9	-12
Cc1cccc(C)c1NC(=S)N(Cc1ccccc1)Cc1cccs1	19	38*	-2.5	-2.0	-28	63*	-18	0.0	-1
O=C(CNS(=O)(=O)/C=C/c1ccccc1)OC1CCOC1=O (stereo not drawn)	13	2	0.5	-1.3	-12	15	13	0.6	-5
COc1ccc(NS(=O)(=O)c2ccc(O)c(C(=O)OCC(=O)Nc3ccc4c(c3)OCCO4)c2)cc1	15	-2	0.2	0.0	7	10	7	0.4	-6
CCCS(=O)(=O)N1CCC(Cc2ccc(OC)cc2)(C(=O)OCC)CC1	3	10	0.0	1.4	-8	1	2	0.1	-8
CC(OC(=O)C1=COCCO1)C(=O)Nc1ccccc1C#N (stereo not drawn)	11	-1	-0.6	0.7	8	-14	-1	1.0	-12
O=C(C[n+]1cccc(/C=N/O)c1)N1CCCc2ccccc21	17	1	0.4	-0.3	3	15	10	1.4	-4
O=C(CCCCCCN1C(=O)c2ccccc2C1=O)NC1CCCCC1	28	-2	-0.8	-2.0	-3	-16	-9	0.6	-15
O=C(COC(=O)c1oc2ccccc2c1CSc1ccc(Cl)cc1)NC1CCCC1	15	16	1.6	0.4	-19	49	-18	-0.3	-7
COc1cc(OC)c(NC(=O)c2ccc(Br)o2)cc1Cl	15	0	-1.2	0.3	-10	-18	-8	-0.7	0
CCOC(=O)/C=C/C(=O)OCC(=O)NCc1ccccc1	23	-7	-0.2	-1.7	2	39	8	0.8	9
Cc1ccc(Cc2nc(-c3cccnc3)no2)cc1	-3	5	-0.3	1.3	-1	-8	8	0.1	-14
Cn1nnc(-c2ccc(OCc3ccccc3F)cc2)n1	-6	3	0.1	-2.9	4	22	6	-0.1	-25
CCN1CCc2nc(NC(=O)CC(c3ccccc3)c3ccccc3)sc2C1	-10	-5	0.0	1.0	6	4	-22	0.4	3

Pulled by structure from the list above:
SMILES	CHOP inh	NPY-Y1 antag	zfTRPN1 agonist	S1P4 ag	NPY-Y1 PAM-ag	EP2 mod	NPY2 pot ag	TRPML3 ag	S1P4 antag
CC(OC(=O)C1=COCCO1)C(=O)Nc1ccccc1C#N (stereo not drawn)	11	-1	-0.6	0.7	8	-14	-1	1.0	-12
O=C(COC(=O)c1oc2ccccc2c1CSc1ccc(Cl)cc1)NC1CCCC1	15	16	1.6	0.4	-19	49	-18	-0.3	-7

Individual results from above.
O=C(CCCCCCN1C(=O)c2ccccc2C1=O)NC1CCCCC1 | zfTRPN1 agonist = -0.8
O=C(C[n+]1cccc(/C=N/O)c1)N1CCCc2ccccc21 | zfTRPN1 agonist = 0.4
Cc1ccc(Cc2nc(-c3cccnc3)no2)cc1 | CHOP inh = -3
COc1cc(OC)c(NC(=O)c2ccc(Br)o2)cc1Cl | NPY2 pot ag = -8
CCCS(=O)(=O)N1CCC(Cc2ccc(OC)cc2)(C(=O)OCC)CC1 | S1P4 antag = -8

Next structures
SMILES	CHOP inh	NPY-Y1 antag	zfTRPN1 agonist	S1P4 ag	NPY-Y1 PAM-ag	EP2 mod	NPY2 pot ag	TRPML3 ag	S1P4 antag
c1cnc(N2CCN(Cc3ccc4c(c3)OCO4)CC2)cn1	22	7	1.6	-1.5	6	-10	5	1.0	-1
O=C(CCN1CCN(S(=O)(=O)c2ccc(Br)cc2)CC1)Nc1ccccc1F	0	6	1.5	1.8	-2	-18	-10	1.1	-19
Cc1ccc(CC(=O)Nc2nc3c(s2)CCCC3)cc1	8	-8	0.2	-0.6	-14	15	-2	0.3	3
CCC(C)(C)NC(=O)C(c1cccn1C)N(C(=O)Cn1nnc2ccccc21)c1ccccc1OC (stereo not drawn)	10	2	-0.4	0.1	-12	-14	4	0.4	1
O=C(c1cccn2c(=O)c3ccccc3nc12)N1CCN(Cc2ccc3c(c2)OCO3)CC1	23	-2	-0.6	2.8	-20	-5	3	-1.0	-4
CCCCNC(=O)COC(=O)CCC(=O)c1ccc(Cl)cc1	23	17	0.7	0.4	-2	13	-10	1.1	0
O=C(Nc1ccccc1N1CCN(C(=O)c2ccccc2)CC1)c1ccc(Cl)cc1	10	16	1.4	0.5	-36	28	-16	0.5	-8
COC(=O)C1=C(N)Oc2cc(N(C)C)ccc2C1c1ccccc1OC (stereo not drawn)	x	-3	-0.7	1.1	14	59	11	0.2	2
COc1ccc2c(c1)c(=O)oc1cc3occ(C(C)(C)C)c3cc12	87*	-2	0.4	-0.7	-10	27	-13	0.9	-16
CC1=CC(C)(C)n2c(O)c(N=N)c3c(C)ccc1c32	20	x	-1.4	-2.5	-31	82*	-59	-1.4	-18
Cc1[nH]n(-c2ccc([N+](=O)[O-])cc2)c(=O)c1C=NCCc1ccc(S(N)(=O)=O)cc1	7	2	2.1	-2.1	-9	-42	-4	1.1	6
COc1cccc(NC(=O)c2nn(C)cc2Br)c1	x	4	-1.0	-1.2	-14	x	-7	0.2	-34
COc1cccc(NC(=O)C(OC(=O)c2ccc([N+](=O)[O-])o2)c2ccccc2)c1 (stereo not drawn)	10	-2	-1.7	0.2	8	-53	8	0.0	-11
Cc1oc2cc(OC(C)C(=O)O)ccc2c(=O)c1Oc1ccccc1 (stereo not drawn)	-7	1	2.0	-1.7	-10	-3	5	0.9	-3
COc1cccc(-n2c(COc3ccc(C)cc3)nnc2SCC(N)=O)c1	-19	0	-0.1	0.4	0	-12	-18	0.3	3
CC1(C)CN(c2ccccc2)N(C(=O)c2ccc(C#N)cc2)C1=O	-7	-1	-0.6	2.6	8	-3	-12	0.7	-25
CC(O)CN(Cc1ccc(Cl)cc1)CC(C)O (stereo not drawn)	-13	3	0.4	-0.3	11	21	11	1.0	-8
COc1ccc(CCNC(=O)/C(=C/c2cccnc2)NC(=O)c2ccccc2)cc1	-20	2	-0.1	-0.1	-27	14	-6	0.3	-21
COc1ccc(-c2nnc3ccc(SCC(=O)NCC4CCCO4)nn23)cc1 (stereo not drawn)	4	3	-0.3	-1.0	-4	18	0	0.4	-22
O=C(NCc1ccc(N2CCCC2=O)cc1)c1cn(CCc2ccccc2)nn1	15	-1	0.7	0.3	2	-5	-13	1.2	-11
CCOc1ccc(-n2c(=O)c3sccc3n(CC(=O)NCCc3ccc(OC)c(OC)c3)c2=O)cc1	-4	-5	0.1	-0.7	-1	7	-11	0.5	-3
O=c1c2cc(Cl)ccc2[nH]c(=S)n1Cc1ccco1	58	4	-1.2	1.2	-22	23	8	0.2	-11
Cn1nnc(NCc2cc(Br)ccc2OCc2ccccc2F)n1	12	3	-1.7	-1.3	-8	-34	-12	-1.0	-7
O=C(O)c1nn2c(c1Br)NC(c1ccccc1)CC2C(F)(F)F (stereo not drawn)	3	9	0.7	-0.5	0	6	8	0.7	-6
COc1ccc(Oc2coc3cc(OC(=O)N4CCOCC4)ccc3c2=O)cc1	16	1	2.6	-0.2	-23	-6	11	0.5	-8
Cc1cccc(NS(=O)(=O)c2cc([N+](=O)[O-])ccc2C)n1	13	10	-0.3	1.7	-10	-18	-7	1.0	-7
CC(C)(C)N1CC(c2nc3ccccc3n2Cc2ccccc2)CC1=O (stereo not drawn)	16	14	-0.9	6.2	-14	25	-8	-0.8	2
O=C(CSc1nnc(-c2ccc3c(c2)OCO3)o1)Nc1ncc(Cl)cc1Cl	22	9	-0.8	3.4	-6	-3	2	0.9	-8
COc1cc(C)ccc1OCCOCCOc1ccccc1Br	5	12	-2.2	-0.6	-11	7	1	-1.3	0
O=C(Cc1ccc([N+](=O)[O-])cc1)N1N=C(c2ccncc2)CC1(O)C(F)(F)F (stereo not drawn)	8	-5	0.9	1.0	6	-28	0	0.4	-5
O=C(c1ccc(S(=O)(=O)N2CCOCC2)cc1)N1CCOCC1	-10	7	-0.3	0.9	-8	-19	-24	0.6	9
O=C(CN1C(=O)C2C3C=CC(C3)C2C1=O)N1CC=C(c2ccccc2)CC1 (stereo not drawn)	1	0	1.1	-1.8	-16	-70	-6	0.4	-10
c1cncc(-c2nnc(-c3cccs3)o2)c1	-14	-3	2.4	1.5	2	1	-2	1.4	-7
Cc1ccc(Nc2nc(N3CCOCC3)c3ccccc3n2)cc1	10	23*	-1.4	-0.9	-38	-7	-53	-0.2	6
CC1CCN(c2nnc(N3CCC(C)CC3)c3ccccc23)CC1	2	-2	-1.2	-1.0	-7	8	-16	0.0	-5
Cc1ccc(/C=C\c2nccc3c2[nH]c2ccccc23)cc1	18	8	-1.0	9.9	12	-13	11	0.5	-36
O=C(c1cccs1)N1CCC(c2ccccc2)C1 (stereo not drawn)	44	2	0.3	-1.0	-20	-3	-19	0.4	6
CN(CCCNC(=O)CN1C(=O)CC(C)(C)S(=O)(=O)c2ccccc21)C1CCCCC1	3	3	0.2	2.0	9	-15	-3	-0.1	10
O=c1c(S(=O)(=O)c2ccc(Cl)cc2)cn(Cc2ccccc2)c2ccc(F)cc12	23	3	-0.1	0.9	2	7	4	0.6	-16
COc1ccc(NC(=O)c2nc3nccc(C)n3n2)cn1	1	2	0.4	0.0	-7	-9	2	0.7	-14
COc1ccccc1-c1cc(C(=O)N2CCc3ccccc3C2)c2ccccc2n1	25	-2	3.2	1.7	-4	49	-9	0.2	7
CCOc1ccc(CNC(=O)c2ccco2)cc1	-5	1	0.1	0.8	-6	-4	-15	0.5	-1
O=C(NCCCCc1ccccc1)c1ccccc1Cl	9	0	-0.7	1.3	9	-19	-3	-0.1	6
Cc1[nH]nc2c1C(C(C)C)C(C#N)=C(N)O2 (stereo not drawn)	34	-5	1.8	1.8	-5	24	7	-0.1	-7
Cc1nc2[nH]c(=S)n(C)c(=O)c2nc1C	3	7	0.4	0.4	12	24	5	0.2	-4
O=C(COC(=O)c1ccc(S(=O)(=O)N2CCc3ccccc3C2)cc1)NC1CCS(=O)(=O)C1 (stereo not drawn)	-18	-1	-2.6	1.8	-12	6	-3	0.7	-8

Compounds as they come. Share with any hit: about 6.5%.
